Compound activity: PubChem BioAssay, Broad Institute
esBAF inh – Bmi1 luciferase reporter increase in mESCs, primary screen, esBAF inhibitor project, mouse ES cells, Bmi1 luciferase knock-in, single point | 24 h; 100% = twice the neutral-well signal | reporter increase, % at 12.5 µM | 350,000 compounds, 2% hits; in the data active = activation above about 40%; inconclusive = no clear call, values can overlap the other calls;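 also: 0% = median of the plate's neutral control wells and 100% = double that signal; a rise in the Bmi1 reporter signal indicates esBAF inhibition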
E-sel inducer – E-selectin induction in HUVECs, primary screen, imaging, HUVEC, immunofluorescence imaging, single point. AID 686992, 2013. activation, % at 7.58 µM. normalized: neutral wells 0, TNF-alpha wells 100. 260,000 compounds, 0.37% hits;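 active = mean E-selectin-positive cell signal at least 10% of the positive control, reached in at least 60% of replicates, without over 20% cell loss; inconclusive = no rule given, readout overlaps actives, possibly toxicity-flagged; inactive = the rest, including those meeting only one limit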;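 also: in these data hits start at about 27%; measured in HUVEC primary endothelial cells; signal is the percent of cells scored E-selectin positive by PE staining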
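Assay system: HUVEC primary endothelial cells. Input: 3,000 HUVEC seeded per well. Doses: one compound dose added by pin transfer. Read-out basis: % PE-positive cells. Benchmarks: TNF-alpha high, DMSO low. Detection: immunofluorescence imaging. Buffer or medium: EGM-2, gelatin.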
RAD52 inh – RAD52 DNA annealing inhibitors, primary screen, biochemical, FRET, single point, set 2 | 360,000 compounds, 0.46% hits | inhibition, % at 18.7 µM | AID 651710, 2012 | recombinant RAD52 DNA annealing, FRET fluorescence;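 active = every replicate showing at least 50% inhibition; inconclusive = mean inhibition at least 50% but not in every replicate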
CASP6 VEID inh – human caspase-6 inhibitors, primary screen, biochemical, VEID-R110 fluorescence, single point, set 2. P55212. inhibition, % at 12.5 µM. purified caspase-6, Z-VEID-R110 cleavage fluorescence. 350,000 compounds, 0.53% hits;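 active = mean inhibition across replicates at least about 35%, with every replicate also reaching that limit, limit read from the data; inconclusive = only one of the two criteria met; inactive = neither criterion met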;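 also: 0% = median of neutral control wells and 100% = no fluorescence left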
Target sequence (P55212 24-179 limits assumed): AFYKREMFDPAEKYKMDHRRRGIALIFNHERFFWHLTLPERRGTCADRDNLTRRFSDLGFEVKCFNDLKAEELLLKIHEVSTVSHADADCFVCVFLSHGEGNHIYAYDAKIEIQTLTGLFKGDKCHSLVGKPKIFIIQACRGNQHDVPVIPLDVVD
Target sequence (P55212 194-293 limits assumed): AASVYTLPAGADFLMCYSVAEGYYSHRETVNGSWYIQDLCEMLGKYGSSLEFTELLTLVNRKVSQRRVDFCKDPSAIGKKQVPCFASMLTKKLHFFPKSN
ARNT TACC3 PPI – disruptors of ARNT/TACC3 protein interaction, primary screen, biochemical, AlphaScreen, single concentration; inhibition, % at 9.99 µM; Transforming acidic coiled-coil-containing protein 3 (Homo sapiens), Q9Y6A5; AlphaScreen His-ARNT PAS-B/GST-TACC3 binding, luminescence; TACC3 fragment carries E629A point mutation; 390,000 compounds, 0.66% hits;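 active = mean inhibition of replicates at least 50% and at least half of replicates each reaching 50%; inconclusive = half or more replicates reach 50% but mean below 50%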;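 also: 0% = complete ARNT plus TACC3 wells and 100% = ARNT alone without TACC3; many hits fall short of the cut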
ERp5 block – inhibitors of ERp5-driven insulin aggregation, primary screen, biochemical, turbidity, absorbance 650 nm, single point | Protein disulfide-isomerase A6 (Homo sapiens), Q15084 | 90 min | 350,000 compounds, 0.05% hits | inhibition, % at 9.99 µM;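 active = mean replicate inhibition above about 25%, with every replicate also reaching it, limit read from the data, passing the limit was not always enough; inconclusive = only one of those two criteria met; inactive = neither criterion met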
Target sequence (Q15084 whole entry, looked up): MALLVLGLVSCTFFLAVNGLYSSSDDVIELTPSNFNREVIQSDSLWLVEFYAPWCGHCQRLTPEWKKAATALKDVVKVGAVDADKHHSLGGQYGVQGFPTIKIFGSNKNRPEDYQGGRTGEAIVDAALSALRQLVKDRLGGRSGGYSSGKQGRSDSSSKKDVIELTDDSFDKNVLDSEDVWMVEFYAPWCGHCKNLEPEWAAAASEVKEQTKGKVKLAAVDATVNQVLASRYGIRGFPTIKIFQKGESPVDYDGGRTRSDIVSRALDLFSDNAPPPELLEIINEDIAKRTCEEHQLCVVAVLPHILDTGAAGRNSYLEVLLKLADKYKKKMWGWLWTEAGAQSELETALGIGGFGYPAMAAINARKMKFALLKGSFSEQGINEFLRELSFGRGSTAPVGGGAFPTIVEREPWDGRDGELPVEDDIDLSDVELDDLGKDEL
PglD DTNB – C. jejuni PglD acetyltransferase inhibitors, primary screen, biochemical, DTNB colorimetric, single point; UDP-N-acetylbacillosamine N-acetyltransferase PglD (Campylobacter jejuni); purified PglD enzyme, DTNB colorimetric CoA detection; inhibition, % at 12.5 µM; 360,000 compounds, 0.098% hits; in the data active = inhibition above about 16%, passing the limit was not always enough; inconclusive = no clear call, values can overlap the other calls; also: strong numbers were not always called active
RAD54 inh – inhibitors of human RAD54 branch migration, primary screen, biochemical, fluorescence, single point. 360,000 compounds, 0.14% hits. DNA repair and recombination protein RAD54-like (Homo sapiens), Q92698. RAD54 Holliday junction branch migration, FAM/BHQ fluorescence. inhibition, % at 10.4 µM;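 active = mean normalized replicate activity at least 40 and at least half of replicates scoring 40 or more; inconclusive = only one of the two criteria met; inactive = mean below 40 and under half of replicates reaching 40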;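 also: 0% = median of neutral control wells and 100% = median of positive control wells; inhibitors cause a drop in the FAM fluorescence signal; in these data hits start at about 50%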
* marks the source's active call; other numbers are inactive results; ? = inconclusive; nt = not tested or not shown; & = joins results of further samples. Rows are unselected (roughly 3.2% active in at least one column).

Sample of the layout (8 entries):
SMILES | esBAF inh | E-sel inducer | RAD52 inh | CASP6 VEID inh | ARNT TACC3 PPI | ERp5 block | PglD DTNB | RAD54 inh
O=C(NC(=O)c1ccccc1O)c1ccc2c(c1)CCO2 | -20 | nt | -10 | 6 | -8 | nt | 8 | -1
CCOc1ccc(NC(=O)CN(C)C(=O)c2ccc3c(c2)S(=O)(=O)N=C2CCCCCN23)cc1OCC | -7 | -0.7 | -9 | -83 | 6 | -9 | 0 | -10
Cc1ccc(C(=O)N2N=C(CC(C)C)CC2(O)C(F)(F)F)o1 (centres undefined) | -1 | nt | -19 | 3 | 27 | 3 | nt | nt
Cc1cccc(/N=C/c2c(O)c3ccccc3oc2=O)n1 | -2 | nt | nt | nt | -6 | nt | 5 | -3
O=C(N/N=C/c1ccc(F)cc1)c1ccncc1 | -2 | nt | -9 | -9 | 0 | 4 | 15 | 1
Cc1nnc(SCC(=O)NCc2ccco2)[nH]c1=O | 4 | nt | nt | nt | -3 | nt | 2 | -9
COc1ccc(OCC(=O)NC2CCCc3ccccc32)cc1 (centres undefined) | -7 | 0.0 | -10 | 1 | 0 | 4 | nt | nt
O=C(Cn1nnc(-c2ccccc2F)n1)Nc1ccc2c(c1)OCO2 | nt | nt | 3 | -1 | -8 | 11 | nt | nt

This part in full, from the start:
SMILES | esBAF inh | E-sel inducer | RAD52 inh | CASP6 VEID inh | ARNT TACC3 PPI | ERp5 block | PglD DTNB | RAD54 inh
O=C(NC(=O)c1ccccc1O)c1ccc2c(c1)CCO2 | -20 | nt | -10 | 6 | -8 | nt | 8 | -1
CCOc1ccc(NC(=O)CN(C)C(=O)c2ccc3c(c2)S(=O)(=O)N=C2CCCCCN23)cc1OCC | -7 | -0.7 | -9 | -83 | 6 | -9 | 0 | -10
Cc1ccc(C(=O)N2N=C(CC(C)C)CC2(O)C(F)(F)F)o1 (centres undefined) | -1 | nt | -19 | 3 | 27 | 3 | nt | nt
Cc1cccc(/N=C/c2c(O)c3ccccc3oc2=O)n1 | -2 | nt | nt | nt | -6 | nt | 5 | -3
O=C(N/N=C/c1ccc(F)cc1)c1ccncc1 | -2 | nt | -9 | -9 | 0 | 4 | 15 | 1
Cc1nnc(SCC(=O)NCc2ccco2)[nH]c1=O | 4 | nt | nt | nt | -3 | nt | 2 | -9
COc1ccc(OCC(=O)NC2CCCc3ccccc32)cc1 (centres undefined) | -7 | 0.0 | -10 | 1 | 0 | 4 | nt | nt
O=C(Cn1nnc(-c2ccccc2F)n1)Nc1ccc2c(c1)OCO2 | nt | nt | 3 | -1 | -8 | 11 | nt | nt
CNC[C@@H]1Oc2ccc(NC(=O)CCN3CCOCC3)cc2CC(=O)N([C@H](C)CO)C[C@H]1C | 1 | 0.0 | 2 | -12 | -6 | -1 | 12 | -3
CCOc1ccc(NC(=O)C(C)N2C(=O)c3ccccc3C2=O)cc1 (centres undefined) | -6 | nt | -2 | -1 | 2 | -2 | 3 | 1
CCCc1nnc(NS(=O)(=O)c2ccc(C)cc2)o1 | nt | -0.3 | -61 | 4 | 64* | 4 | -10 | -4
CCC1=C([N+](=O)[O-])C(c2ccc3c(c2)OCO3)NC(=O)N1 (centres undefined) | 3 | -0.2 | -10 | 2 | 4 | 4 | -5 | -18
CN1C(=O)c2cc(NC(=O)Nc3ccccc3F)ccc2OC[C@H]2O[C@H](CC(=O)O)CC[C@@H]21 | 6 | 0.2 | nt | nt | -10 | nt | -5 | 0
COc1ccc(S(=O)(=O)N(C)C[C@H]2Oc3ccc(NC(=O)Cn4cnnn4)cc3C(=O)N([C@H](C)CO)C[C@@H]2C)cc1 | -3&7 | -2.0&-0.1 | -1&-16 | 1&-5 | -4 | -6&0 | 0&1 | 2&-5
CCOc1ccc(CNC(=O)Cn2nc(C)n3nc(-c4ccccc4)cc3c2=O)cc1 | 4 | nt | 1 | -3 | -43 | -1 | 1 | 1
CC1=CC(c2ccc(Cl)cc2)n2nc(NC(=O)c3ccccc3)nc2N1 (centres undefined) | 0 | nt | nt | nt | -12 | nt | -6 | -3
CCCC(=O)Nc1ccc2c(c1)C(=O)N(C)C[C@H](OC)[C@H](C)CN[C@H](C)CO2 | -3 | -0.2 | -3 | -1 | -6 | 1 | 2 | -1
Cc1ccc(-n2nnnc2SCC(=O)c2c(N)n(C3CC3)c(=O)[nH]c2=O)cc1 | -3 | 0.0 | -8 | -1 | 1 | -1 | -2 | -12
CC(C)C(=O)Nc1c(-c2ccccc2Cl)c(=O)c2ccccc2n1C | 2 | -0.1 | -11 | -1 | -15 | 2 | -1 | -3
COc1ccc2c(c1)c(C)cc[n+]2Cc1ccccc1 | -9 | -0.1 | 33 | -16 | 6 | -1 | 2 | 5
Nc1c(C(=O)O)sc2nc(-c3ccccc3)cc(-c3ccc(F)cc3)c12 | 1 | 3.0 | -19 | 2 | nt | 4 | nt | nt
CC1=CC(c2ccccc2)n2nc(NC(=O)CCCC(=O)O)nc2N1 (centres undefined) | 3 | nt | -6 | 4 | 20 | 2 | -17 | -3
O=C(CCN1C(=O)/C(=C/c2cccs2)SC1=S)Nc1ccc(C(=O)O)c(O)c1 | -2 | nt | -53 | nt | 25 | -8 | -2 | 4
CC(C)n1c(N2CCN(C(=O)Nc3ccccc3)CC2)nc2ccccc21 | -1 | nt | nt | nt | 3 | nt | 0 | 14
NC(=O)NCc1ccccc1F | nt | nt | -2 | 1 | nt | ? | 6 | 6
COc1cc(NC(=O)c2ccc3c(c2)OCCO3)ccc1NC(=O)c1cccs1 | nt | nt | -3 | 4 | 11 | 0 | nt | nt
COC(=O)c1sccc1OCc1cccc(OC)c1 | nt | -0.1 | -16 | -1 | -6 | -1 | nt | nt
CCC(c1nnc(SCC(=O)NCC2CCCO2)n1Cc1ccccc1)N(C)C (centres undefined) | -8 | nt | nt | nt | -1 | nt | -3 | 0
C[C@H](NCc1c[nH]c2ccccc12)c1ccccc1 | 4 | 0.1 | -38 | -1 | -16 | 6 | -3 | -3
COc1ccc(NC(=O)Nc2ccc3c(c2)CC(=O)N([C@H](C)CO)C[C@H](C)[C@H](CN(C)CC2CCCCC2)O3)cc1 | 5 | -0.5 | 5 | 2 | 16 | 1 | 3 | -9
CCCc1ccc2oc(C(=O)N3CCCC3)c(C)c2c1 | 8 | nt | 6 | 0 | -5 | 3 | -3 | -6
CC(=O)Nc1ccc2nc(NC(=O)COc3ccccc3Cl)sc2c1 | 60* | nt | -16 | 0 | -1 | -4 | -5 | -3
CCn1c(SCC(=O)Nc2cccc(C)n2)nc2c1c(=O)n(C)c(=O)n2C | nt | 11 | -13 | 1 | -1 | 2 | nt | nt
Cc1ccc2[nH]cc(CCNC(=O)C3CCCCC3)c2c1 | -3 | 1.6 | -8 | 3 | 7 | -2 | -8 | 4
O=C(CN1CCc2ccccc2C1)NCC(=O)Nc1ccc(F)cc1 | nt | 0.0 | -2 | 4 | -8 | 2 | nt | nt
O=C(O)CNC(=S)N(Cc1ccccc1)Cc1cccnc1 | nt | 1.3 | -11 | -1 | -11 | -1 | nt | nt
COc1ccc(Cl)cc1NC(=O)Nc1ccccc1SC | -1 | 9.2 | -2 | 3 | 1 | 2 | nt | nt
COc1ccc(OCC(=O)NNC(=O)C(=O)Nc2cc(OC)ccc2OC)cc1 | -5 | nt | -3 | 1 | -52 | 2 | -1 | 5
CCC(C)c1ccc(NC(=O)COC(=O)c2nc3nccc(C)n3n2)cc1 (centres undefined) | nt | nt | -15 | 0 | -6 | 3 | nt | nt
C[C@@H]1CCCCO[C@@H](CN(C)C(=O)Nc2ccc3c(c2)OCO3)[C@@H](C)CN([C@H](C)CO)C(=O)c2cc(NS(=O)(=O)c3cn(C)cn3)ccc2O1 | -4 | -0.1 | 15 | -1 | -11 | -19 | 5 | -14
O=C(Nc1ccc(Cl)cc1)C1Cc2c(-c3ccc4c(c3)OCO4)ccnc2O1 (centres undefined) | -2 | -0.2 | 5 | -3 | nt | -1 | -4 | 4
CC(C)N(Cc1nc2ccccc2c(=O)[nH]1)C(=O)c1ccc(NC(=O)CSc2nnnn2C)cc1 | 0 | 0.9 | -9 | 0 | 1 | 1 | -6 | -5
CCOC(=O)c1ccc(NC(=O)c2nc[nH]c2C(=O)N(CC)CC)cc1 | 5 | 0.1 | -5 | -2 | 0 | -6 | -2 | 7
CCO[C@H]1OC(C(=O)NCc2ccccc2)=C[C@@H](c2ccccc2)[C@@H]1CCCO | -32 | 0.2 | -13 | 0 | -3 | -2 | -2 | 9
C[C@@H]1CN([C@H](C)CO)C(=O)c2cc(-c3cccc(F)c3)cnc2O[C@@H]1CN(C)C(=O)C1CCOCC1 | 1 | -0.2 | -2 | 0 | -6 | -4 | 0 | -1
O=C1N(CCS(=O)(=O)c2ccccc2)Cc2ccccc2C[C@@]12N=C(c1ccc(OCCCO)cc1)O[C@H]2c1ccccc1 | nt | nt | -1 | 1 | 1 | -10 | -2 | -3
CCc1nnc(NC(=O)CCC(=O)N2CCN(Cc3ccc(OC)c(F)c3)CC2)s1 | 4 | -0.3 | -5 | -3 | 5 | -1 | 2 | 13
CC1Sc2ccccc2N(CC(=O)N(C(C)C)C(C)C)C1=O (centres undefined) | -5 | nt | nt | nt | -5 | nt | -1 | 6
N#CC1=C(N)OC2=C(C(=O)CCC2)C12CCC1(CC2)OCCO1 | 1 | nt | nt | nt | 4 | nt | 3 | -3
O=C(COc1ccc(C(=O)c2ccc(F)cc2)cc1)Nc1cccc(S(=O)(=O)N2CCOCC2)c1 | nt | 0.5 | -9 | -3 | -3 | -6 | nt | nt
C[C@@H]1CN([C@@H](C)CO)C(=O)c2cc(NC(=O)NC3CCCCC3)ccc2O[C@@H]1CN(C)Cc1ccc(C(=O)O)cc1 | 1 | -4.4 | 5 | -1 | 0 | 0 | -4 | -5
COc1ccccc1N1CC(C(=O)OCC(=O)c2ccc(F)cc2)CC1=O (centres undefined) | -3 | nt | nt | nt | -4 | nt | 0 | -3
CCOC(=O)N1CCN(S(=O)(=O)c2ccc(C(=O)Nc3sc4c(c3C#N)CCC4)cc2)CC1 | -6 | nt | -24 | 1 | -1 | -1 | 2 | 9
Cc1cc(Cl)c(S(=O)(=O)N2CCSCC2)cc1OCC(=O)NC1CCCCC1 | -21 | nt | nt | nt | -2 | nt | 4 | -10
COc1ccc(NC(=O)Nc2ccc3c(c2)C(=O)N([C@@H](C)CO)C[C@@H](C)[C@H](CN(C)Cc2ccc(C(F)(F)F)cc2)OCCCC[C@H](C)O3)cc1 | 6 | nt | -2 | -2 | -1 | -12 | 0 | 1
